TcdB inh: blocks C. difficile toxin B glycohydrolase activity | P18177 | TcdB glycohydrolase enzymatic assay, plate reader | inhibition, % at 9.99 µM | 350,000 compounds, 0.24% hits | AID 652162; in the data active = inhibition above about 10%
Target sequence (P18177 whole entry, looked up): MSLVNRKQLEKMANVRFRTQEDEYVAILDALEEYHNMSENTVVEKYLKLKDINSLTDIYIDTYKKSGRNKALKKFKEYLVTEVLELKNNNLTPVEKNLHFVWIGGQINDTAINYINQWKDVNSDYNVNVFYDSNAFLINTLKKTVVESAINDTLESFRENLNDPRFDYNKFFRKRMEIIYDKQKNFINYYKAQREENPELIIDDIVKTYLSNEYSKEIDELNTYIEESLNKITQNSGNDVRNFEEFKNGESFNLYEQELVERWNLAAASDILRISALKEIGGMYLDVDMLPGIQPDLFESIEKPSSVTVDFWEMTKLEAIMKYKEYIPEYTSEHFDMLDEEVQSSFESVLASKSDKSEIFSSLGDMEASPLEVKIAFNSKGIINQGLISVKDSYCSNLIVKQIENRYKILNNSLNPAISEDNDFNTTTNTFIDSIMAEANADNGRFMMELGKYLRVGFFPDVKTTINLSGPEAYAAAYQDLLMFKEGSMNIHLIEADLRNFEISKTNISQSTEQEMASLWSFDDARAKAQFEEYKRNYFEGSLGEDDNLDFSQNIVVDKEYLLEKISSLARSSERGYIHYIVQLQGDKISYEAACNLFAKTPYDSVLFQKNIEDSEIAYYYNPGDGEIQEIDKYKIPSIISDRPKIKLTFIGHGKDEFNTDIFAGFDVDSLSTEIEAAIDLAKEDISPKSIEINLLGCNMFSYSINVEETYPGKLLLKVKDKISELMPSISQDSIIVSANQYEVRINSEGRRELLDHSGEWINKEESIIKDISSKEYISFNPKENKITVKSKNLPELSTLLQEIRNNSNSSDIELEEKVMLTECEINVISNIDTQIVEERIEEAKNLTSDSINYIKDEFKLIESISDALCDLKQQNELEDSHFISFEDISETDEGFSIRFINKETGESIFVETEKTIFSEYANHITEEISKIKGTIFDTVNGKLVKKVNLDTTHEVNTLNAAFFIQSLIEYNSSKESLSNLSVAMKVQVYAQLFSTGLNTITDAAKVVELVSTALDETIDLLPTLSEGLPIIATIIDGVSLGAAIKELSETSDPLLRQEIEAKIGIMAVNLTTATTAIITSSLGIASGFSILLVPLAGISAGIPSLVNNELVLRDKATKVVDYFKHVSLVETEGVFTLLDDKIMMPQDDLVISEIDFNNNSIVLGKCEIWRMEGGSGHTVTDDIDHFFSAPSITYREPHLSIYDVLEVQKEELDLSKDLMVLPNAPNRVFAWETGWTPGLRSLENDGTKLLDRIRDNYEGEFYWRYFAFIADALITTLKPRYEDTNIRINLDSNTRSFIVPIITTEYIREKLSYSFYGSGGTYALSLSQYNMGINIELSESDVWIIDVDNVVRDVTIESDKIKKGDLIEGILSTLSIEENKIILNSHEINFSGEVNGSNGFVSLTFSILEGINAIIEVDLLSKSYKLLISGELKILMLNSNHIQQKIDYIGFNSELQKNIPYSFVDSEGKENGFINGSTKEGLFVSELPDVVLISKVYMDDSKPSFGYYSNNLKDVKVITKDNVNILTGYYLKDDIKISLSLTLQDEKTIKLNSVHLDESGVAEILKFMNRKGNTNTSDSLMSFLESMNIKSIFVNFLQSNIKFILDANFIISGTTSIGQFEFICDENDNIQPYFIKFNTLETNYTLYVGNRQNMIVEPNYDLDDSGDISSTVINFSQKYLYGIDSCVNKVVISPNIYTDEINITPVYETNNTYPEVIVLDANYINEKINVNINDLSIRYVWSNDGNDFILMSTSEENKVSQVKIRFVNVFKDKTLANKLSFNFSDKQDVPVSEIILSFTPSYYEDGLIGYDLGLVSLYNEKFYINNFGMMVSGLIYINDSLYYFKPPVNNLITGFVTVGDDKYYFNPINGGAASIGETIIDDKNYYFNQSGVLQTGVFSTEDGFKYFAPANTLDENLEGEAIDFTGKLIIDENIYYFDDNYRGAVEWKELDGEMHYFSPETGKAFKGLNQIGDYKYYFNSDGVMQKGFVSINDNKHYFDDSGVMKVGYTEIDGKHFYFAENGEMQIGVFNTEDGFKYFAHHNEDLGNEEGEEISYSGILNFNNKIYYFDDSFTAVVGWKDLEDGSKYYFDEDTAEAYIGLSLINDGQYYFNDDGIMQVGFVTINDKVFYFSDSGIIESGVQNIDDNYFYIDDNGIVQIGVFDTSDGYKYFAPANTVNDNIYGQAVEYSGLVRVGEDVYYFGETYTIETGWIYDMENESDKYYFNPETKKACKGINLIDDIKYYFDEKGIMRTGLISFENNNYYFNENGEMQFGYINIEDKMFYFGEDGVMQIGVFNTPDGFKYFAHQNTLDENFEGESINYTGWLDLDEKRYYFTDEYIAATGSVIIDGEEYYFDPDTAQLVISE
The depositor's hits bear a star.

COc1ccc(S(=O)(=O)Nc2ccc3c(c2)C(=O)N([C@@H](C)CO)C[C@@H](C)[C@@H](CN(C)Cc2ccc(C(F)(F)F)cc2)OCCCC[C@@H](C)O3)cc1
  TcdB inh: 0.1

COc1cccc(C(=O)Nc2ccc3c(c2)C(=O)N(C)C[C@@H](OC)[C@H](C)CN(C(=O)C2CCCCC2)[C@H](C)CO3)c1
  TcdB inh: 0.5

O=C(C[C@H]1CC[C@H]2[C@@H](COC[C@@H](O)CN2S(=O)(=O)c2ccccc2F)O1)NCc1ccccc1F
  TcdB inh: 0.0

C[C@H]1CN([C@@H](C)CO)C(=O)c2cc(-c3cncnc3)cnc2O[C@@H]1CN(C)Cc1ccc(Oc2ccccc2)cc1
  TcdB inh: 0.4

C[C@H]1CN([C@@H](C)CO)S(=O)(=O)c2ccc(/C=C/c3ccccc3)cc2O[C@H]1CN(C)C(=O)Nc1ccc(F)cc1
  TcdB inh: -0.1

C[C@H](CO)N1C[C@H](C)[C@@H](CN(C)C)Oc2ccc(NC(=O)Nc3ccccc3)cc2C1=O
  TcdB inh: 0.2

C[C@H]1CCCCO[C@H](CN(C)S(=O)(=O)c2cn(C)cn2)[C@@H](C)CN([C@@H](C)CO)C(=O)c2cc(NS(C)(=O)=O)ccc2O1
  TcdB inh: -10

C[C@H](NC(=O)C[C@@H]1CC[C@@H](NC(=O)C2CCC2)[C@@H](CO)O1)c1ccccc1
  TcdB inh: 0.6

O=C(C[C@H]1CC[C@H](NS(=O)(=O)c2ccccc2F)[C@@H](CO)O1)NCCCN1CCOCC1
  TcdB inh: 1.1

C/C=C/c1cnc2c(c1)C(=O)N([C@H](C)CO)C[C@H](C)[C@@H](CN(C)Cc1ccncc1)O2
  TcdB inh: 0.4

COc1ccccc1-c1cnc2c(c1)C(=O)N([C@@H](C)CO)C[C@@H](C)[C@H](CN(C)C(=O)c1ccncc1)O2
  TcdB inh: 0.5

C[C@H]1CN([C@@H](C)CO)C(=O)c2cccc(NC(=O)C3CC3)c2O[C@@H]1CN(C)C
  TcdB inh: -0.2

O=C(C1CCCC1)N1CC2(C1)[C@H](c1ccccc1)[C@@H](CO)N2Cc1nccs1
  TcdB inh: -0.4

COc1ccc2c3c(n(C)c2c1)[C@@H](CO)N(C(=O)CN1CCOCC1)CC31CCN(C(=O)C2CC2)CC1
  TcdB inh: -2.3

CCCC(=O)Nc1ccc2c(c1)C(=O)N(C)[C@@H]1CC[C@@H](CC(=O)NCC3CCCCC3)O[C@H]1CO2
  TcdB inh: 0.0

COc1ccccc1CNC(=O)C[C@@H]1C[C@H]2c3cc(NC(=O)NC4CCCC4)ccc3O[C@H]2[C@@H](CO)O1
  TcdB inh: -0.2

CC(C)(C)OC(=O)COc1cccc(C(=O)CCN2CCOCC2)c1
  TcdB inh: 0.0

COc1ccc2c3c(n(C)c2c1)[C@@H](CO)N(Cc1cccc(Cl)c1)CC31CCN(C(C)=O)CC1
  TcdB inh: 0.7

C[C@@H](NC(=O)C[C@@H]1C[C@H]2c3cc(NC(=O)CC4CC4)ccc3O[C@H]2[C@@H](CO)O1)c1ccccc1
  TcdB inh: 0.2

CO[C@H]1CN(C)C(=O)c2cc(NC(=O)Nc3cccc(F)c3)ccc2OC[C@@H](C)NC[C@H]1C
  TcdB inh: -0.9

C[C@H]1CN([C@@H](C)CO)C(=O)c2cccc(NC(=O)Nc3cccc4ccccc34)c2O[C@@H]1CN(C)C(=O)Nc1ccc(C(F)(F)F)cc1
  TcdB inh: 0.9

CO[C@H]1CN(C)C(=O)c2cc(NC(=O)c3ccccc3F)ccc2OC[C@H](C)N(C(C)=O)C[C@H]1C
  TcdB inh: -4.7

O=C(C[C@H]1C[C@@H]2c3cc(NC(=O)CC4CC4)ccc3O[C@@H]2[C@H](CO)O1)NCc1ccccn1
  TcdB inh: -0.1

CCCC(=O)Nc1ccc2c(c1)C(=O)N(C)C[C@@H](OC)[C@@H](C)CN(CC1CCCC1)[C@H](C)CO2
  TcdB inh: 0.6

Cc1noc(C)c1NC(=O)N(C)C[C@H]1Oc2ccc(NC(=O)Nc3cccc4ccccc34)cc2CC(=O)N([C@H](C)CO)C[C@@H]1C
  TcdB inh: -2.1

C[C@@H]1CN([C@@H](C)CO)C(=O)Cc2cc(NC(=O)C3CCCCC3)ccc2O[C@H]1CN(C)C(=O)Nc1ccc2c(c1)OCO2
  TcdB inh: 0.1

C[C@@H]1CN([C@@H](C)CO)C(=O)c2cc(N(C)C)ccc2O[C@@H](C)CCCCO[C@@H]1CN(C)S(=O)(=O)c1ccccc1
  TcdB inh: -16

C[C@@H]1CN([C@@H](C)CO)C(=O)Cc2cc(NS(=O)(=O)c3ccc(Cl)cc3)ccc2O[C@@H]1CN(C)C(=O)Nc1ccccc1
  TcdB inh: 0.3

CCCC#Cc1cnc2c(c1)C(=O)N([C@H](C)CO)C[C@H](C)[C@@H](CN(C)Cc1ccc(F)cc1)O2
  TcdB inh: 2.3

COCC#Cc1ccc2c(c1)O[C@@H](CN(C)CC1CCOCC1)[C@@H](C)CN([C@@H](C)CO)S2(=O)=O
  TcdB inh: -0.4

Reprinted from the part before: 7 compounds; new compounds follow.
CCCC(=O)Nc1ccc2c(c1)C(=O)N(C)C[C@@H](OC)[C@@H](C)CN(CC1CCCC1)[C@H](C)CO2
  TcdB inh: 0.6

Cc1noc(C)c1NC(=O)N(C)C[C@H]1Oc2ccc(NC(=O)Nc3cccc4ccccc34)cc2CC(=O)N([C@H](C)CO)C[C@@H]1C
  TcdB inh: -2.1

C[C@@H]1CN([C@@H](C)CO)C(=O)Cc2cc(NC(=O)C3CCCCC3)ccc2O[C@H]1CN(C)C(=O)Nc1ccc2c(c1)OCO2
  TcdB inh: 0.1

C[C@@H]1CN([C@@H](C)CO)C(=O)c2cc(N(C)C)ccc2O[C@@H](C)CCCCO[C@@H]1CN(C)S(=O)(=O)c1ccccc1
  TcdB inh: -16

C[C@@H]1CN([C@@H](C)CO)C(=O)Cc2cc(NS(=O)(=O)c3ccc(Cl)cc3)ccc2O[C@@H]1CN(C)C(=O)Nc1ccccc1
  TcdB inh: 0.3

CCCC#Cc1cnc2c(c1)C(=O)N([C@H](C)CO)C[C@H](C)[C@@H](CN(C)Cc1ccc(F)cc1)O2
  TcdB inh: 2.3

COCC#Cc1ccc2c(c1)O[C@@H](CN(C)CC1CCOCC1)[C@@H](C)CN([C@@H](C)CO)S2(=O)=O
  TcdB inh: -0.4

CCCNC(=O)C[C@H]1CC[C@H]2[C@@H](COC[C@@H](O)CN2Cc2cccc(F)c2)O1
  TcdB inh: 0.2

Cc1cccc(-c2ccc([C@@H]3[C@@H](CO)N4CCCCN(C(=O)c5cccnc5)C[C@H]34)cc2)c1
  TcdB inh: 1.9

C[C@@H]1CN([C@H](C)CO)C(=O)Cc2cc(NS(=O)(=O)c3cccs3)ccc2O[C@@H]1CN(C)S(=O)(=O)c1ccc(F)cc1
  TcdB inh: 0.6

CCCNC(=O)[C@@H]1[C@@H](CO)[C@@H]2Cn3c(ccc(C4=CCCC4)c3=O)[C@H]1N2
  TcdB inh: -0.1

COc1ccc(NC(=O)N2CC3(C2)CN(CC2CC2)[C@H](CO)c2c3c3ccc(OC)cc3n2C)cc1
  TcdB inh: -0.7

C[C@@H]1CN([C@@H](C)CO)C(=O)c2cc(/C=C/c3ccccc3)cnc2O[C@H]1CN(C)C(=O)c1ccc(F)cc1
  TcdB inh: 3.9

CC(C)NC(=O)N1CC2(C1)[C@H](c1ccccc1)[C@@H](CO)N2CCC(F)(F)F
  TcdB inh: -0.6

COc1ccc(NC(=O)N2C[C@H](O)COC[C@@H]3O[C@@H](CC(=O)NCc4ccncn4)CC[C@H]32)cc1
  TcdB inh: 0.1

C[C@@H]1CCCCO[C@@H](CN(C)C(=O)NC2CCCCC2)[C@H](C)CN([C@@H](C)CO)C(=O)c2cc(NS(=O)(=O)c3cn(C)cn3)ccc2O1
  TcdB inh: 1.2

CCC(=O)N[C@H]1C=C[C@@H](CC(=O)NCC2CCCCC2)O[C@H]1CO
  TcdB inh: 0.4

C[C@@H]1CN([C@@H](C)CO)C(=O)c2cc(-c3cccc(F)c3)cnc2O[C@@H]1CN(C)C(=O)Nc1cc(F)ccc1F
  TcdB inh: 1.1

O=C(O)C[C@@H]1C[C@H]2c3cc(NC(=O)c4ccc5c(c4)OCO5)ccc3O[C@H]2[C@H](CO)O1
  TcdB inh: 2.1

CO[C@@H]1CN(C)C(=O)c2cc(NS(=O)(=O)c3cccc(C)c3)ccc2OC[C@@H](C)NC[C@H]1C
  TcdB inh: -3.9

CCC(=O)N1C[C@H](C)[C@@H](OC)CN(C)C(=O)c2ccc(NC(=O)c3cnccn3)cc2OC[C@@H]1C
  TcdB inh: -12

CNC[C@@H]1Oc2ccc(NC(=O)Cc3ccccc3)cc2C(=O)N([C@@H](C)CO)C[C@H]1C
  TcdB inh: -0.1

More structures:
compound	TcdB inh
C[C@H]1CN([C@@H](C)CO)C(=O)c2cc(NC(=O)CCCCCC(=O)Nc3ccccc3N)ccc2O[C@@H]1CN(C)C(=O)Nc1ccc2c(c1)OCO2	-0.3
C[C@@H]1CCCCO[C@@H](CN(C)S(=O)(=O)c2ccc(F)cc2)[C@H](C)CN([C@@H](C)CO)C(=O)c2cc(NC(=O)Nc3cccc4ccccc34)ccc2O1	0.0
CC(=O)N(C)C[C@H]1[C@H](c2ccc(-c3ccccc3F)cc2)[C@@H](CO)N1C(C)=O	0.2
C[C@H]1CN([C@@H](C)CO)C(=O)c2cc(C3=CCCC3)cnc2O[C@H]1CN(C)Cc1ccccc1	0.2
C[C@@H]1CCCCO[C@H](CN(C)C(=O)NC2CCCCC2)[C@H](C)CN([C@H](C)CO)C(=O)c2cc(NC(=O)Nc3ccc(F)cc3)ccc2O1	-0.3
COc1ccc(NC(=O)N(C)C[C@@H]2Oc3c(NC(=O)Nc4ccc(F)cc4)cccc3C(=O)N([C@H](C)CO)C[C@@H]2C)cc1	1.5
COc1ccccc1-c1cnc2c(c1)C(=O)N([C@@H](C)CO)C[C@@H](C)[C@@H](CN(C)Cc1ccncc1)O2	-0.6
C[C@H]1CN([C@@H](C)CO)C(=O)c2cccc(NS(=O)(=O)c3cccs3)c2O[C@H]1CN(C)Cc1ccccc1	-1.0
C/C=C/c1cnc2c(c1)C(=O)N([C@H](C)CO)C[C@H](C)[C@H](CN(C)C(=O)Nc1ccc(OC)cc1)O2	0.3
CCS(=O)(=O)Nc1ccc2c(c1)C(=O)N(C)[C@H]1CC[C@H](CC(=O)NC3CCCCC3)O[C@H]1CO2	-3.3
CCCNC(=O)C[C@H]1C[C@@H]2c3cc(NC(=O)Nc4ccc(F)cc4)ccc3O[C@@H]2[C@@H](CO)O1	0.7
O=C(Cc1ccccn1)NCC[C@@H]1CC[C@@H](NC(=O)c2ccccc2F)[C@H](CO)O1	-0.2
COc1ccc(-c2ccc3c(c2)[C@H]2[C@H](CCN2C(=O)C2CC2)[C@H](CO)N3C)cc1	-0.4
O=C(C[C@@H]1CC[C@H]2[C@@H](COC[C@H](O)CN2Cc2cc(F)cc(F)c2)O1)NCc1cccc(F)c1	-0.1
Cc1ccc(S(=O)(=O)N(C)C[C@H]2Oc3cc(C#CC4CCCC4)ccc3S(=O)(=O)N([C@H](C)CO)C[C@@H]2C)cc1	-0.4
CN1C(=O)c2cc(NC(=O)c3cccs3)ccc2OC[C@@H]2O[C@H](CC(=O)NCC(F)(F)F)CC[C@@H]21	0.1
C[C@H](CO)N1C[C@H](C)[C@H](CN(C)CC2CC2)Oc2ccc(NC(=O)Cc3ccccc3)cc2CC1=O	-1.8
COc1ccc(NC(=O)N[C@@H]2CC[C@H](CCNC(=O)c3ccccc3F)O[C@H]2CO)cc1	-0.2
C[C@@H]1CN([C@H](C)CO)C(=O)c2cccc(NC(=O)Nc3ccc(F)cc3)c2O[C@H]1CN(C)Cc1ccc(Cl)c(Cl)c1	1.5
O=S(=O)(N[C@@H]1CC[C@H](CCn2cc(-c3cccnc3)nn2)O[C@H]1CO)c1ccccc1	-1.1
Cc1ccc(S(=O)(=O)Nc2ccc3c(c2)C(=O)N([C@H](C)CO)C[C@H](C)[C@H](CN(C)Cc2ccc(C(=O)Nc4ccccc4N)cc2)O3)cc1	-0.6
COc1ccccc1-c1cn(CC[C@@H]2CC[C@H](NC(=O)C3CCCC3)[C@H](CO)O2)nn1	-2.3
C/C=C/[C@@H](CCn1cc([C@H](O)c2ccccc2)nn1)[Si](C)(C)c1ccc(OC)cc1	-0.2
CO[C@@H]1CN(C)C(=O)c2cc(NS(=O)(=O)c3ccc(Cl)cc3)ccc2OC[C@H](C)N(C)C[C@H]1C	-0.4
O=C(Nc1ccc(F)cc1)N1C[C@H]2[C@@H](c3ccccc31)[C@H](CO)N2C(=O)c1ccccn1	0.7
CC=Cc1ccc2n(c1=O)C[C@H]1[C@H](CO)[C@@H](C(=O)NCCC)N(Cc3cocn3)[C@@H]21 (mixture of isomers)	-1.4
Cc1noc(C)c1NC(=O)N[C@H]1CC[C@@H](CC(=O)NCc2ccc(Cl)c(Cl)c2)O[C@H]1CO	-1.0
CO[C@H]1O[C@H](CO)[C@@H](OC(=O)Nc2ccc3c(c2)OCO3)[C@@H]2OC(=O)[C@@H](Cc3ccccc3)C/C=C/C[C@H](Cc3ccccc3)C(=O)O[C@@H]12	-6.7
COc1ccccc1-c1cnc2c(c1)C(=O)N([C@@H](C)CO)C[C@H](C)[C@@H](CN(C)C(=O)CC1CC1)O2	-0.7
Cc1noc(C)c1NC(=O)N(C)C[C@H]1Oc2c(NC(=O)C3CCCCC3)cccc2C(=O)N([C@H](C)CO)C[C@H]1C	-0.3
C[C@@H]1CCCCO[C@@H](CN(C)Cc2ccc(C(F)(F)F)cc2)[C@@H](C)CN([C@@H](C)CO)C(=O)c2cc(NS(=O)(=O)c3ccc(Cl)cc3)ccc2O1	-0.1
Cn1cnc(S(=O)(=O)N[C@@H]2C=C[C@H](CC(=O)Nc3ccc(-c4ccccc4)cc3)O[C@@H]2CO)c1	-0.5
COc1ccc(CN(C)C[C@@H]2OCCCC[C@@H](C)Oc3ccc(NS(C)(=O)=O)cc3C(=O)N([C@@H](C)CO)C[C@@H]2C)cc1	-0.7
CCC(=O)N1CCCCN2[C@H](C1)[C@H](c1ccc(-c3cccc(C#N)c3)cc1)[C@@H]2CO	0.0
COc1cccc(-c2cnc3c(c2)C(=O)N([C@H](C)CO)C[C@H](C)[C@@H](CN(C)C(=O)Nc2ccccc2F)O3)c1	0.2
CN1C(=O)c2cc(NS(C)(=O)=O)ccc2OC[C@H]2O[C@@H](CC(=O)N3CCOCC3)CC[C@H]21	0.0
O=C(C[C@@H]1CC[C@H](NC(=O)C2CC2)[C@H](CO)O1)NCC1CC1	0.3

Only part of the results is shown; count on the stated rates, not on these rows.
